Screening data deposited in PubChem BioAssay by National Center for Advancing Translational Sciences (NCATS).
G9a block = inhibitors of human histone lysine methyltransferase G9a; AID 504332; G9a H3K9 monomethylation, AlphaScreen, 2 h; Q96KQ7; 350,000 tested, 8.8% active; Potency, µM (doses to about 102 µM), inactives show at the highest dose activity, negative = inhibition, usual class: inhibitors; also: potency is read from the fitted curve at half-maximal effect; % is scaled to controls: 0 for no effect and ±100 for the full control effect; nearly all actives have a fitted effect of over 75% in size
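AlphaScreen detection with an anti-monomethyl H3K9 antibody quantified product after a 2 h room-temperature reaction containing 500 nM biotinylated H3K9 peptide, 20 µM SAM and 20 nM enzyme, which had been preincubated 15 min with compound.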
GLS inhibitor = glutaminase GLS (human) inhibition; GLS enzymatic activity, qHTS titration; Potency, µM (series often up to 45.5 µM), for inactives: top-dose activity change, negative = inhibition, most hits filed as inhibitors; 410,000 tested, 0.21% active; AID 624170; also: potency is read from the fitted curve at half-maximal effect; % is scaled to controls: 0 for no effect and ±100 for the full control effect
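Human kidney-isoform GLS in 45 mM KH2PO4 pH 8.2, 0.02% Tween-20, with compound, started with 1mM L-Glutamine (added stock). Glutamate oxidase/HRP/Amplex red coupled fluorescence read at start and after 30 min at RT.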
BAZ2B block = BAZ2B (human) inhibition; Q9UIF8; AlphaScreen BAZ2B-H3K14Ac peptide displacement; Potency, µM (top dose mostly 114 µM), without a hit: at the top dose activity change, negative = inhibition, hits mostly inhibitors; 360,000 tested, 4.4% active; AID 504333; also: potency is read from the fitted curve at half-maximal effect; % is scaled to controls: 0 for no effect and ±100 for the full control effect; nearly all actives have a fitted effect of over 60% in size
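AlphaScreen displacement of biotin-H3(5-23)K14Ac peptide (50 nM final) from BAZ2B (50 nM final) in PBS pH 7.4, 0.01% Tween-20; complex preformed 30 min RT, then compounds (top 110 uM) 30 min RT, beads 20 min dark.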
Pin1 inh = inhibitors of human Pin1 | Q13526 | Pin1 FP peptide displacement, HiFluor488, 10 min | Potency, µM (top dose mostly 115 µM), without a hit: top-dose activity, negative = inhibition, usual class: inhibitors | 390,000 tested, 0.009% active | AID 504891; active = well fitted inhibition curve with a large enough effect in the polarisation, with a control signal flat, not every such curve was filed as active; inconclusive = small, poorly fitted or top-dose-only effect, or effect the other way, or a change in a side signal; inactive = no such curve, though single readings can be large or run the other way; the % refers to the polarisation; also: potency is read from the fitted curve at half-maximal effect; % is scaled to controls: 0 for no effect and ±100 for the full control effect
Target sequence (Q13526 whole entry, looked up): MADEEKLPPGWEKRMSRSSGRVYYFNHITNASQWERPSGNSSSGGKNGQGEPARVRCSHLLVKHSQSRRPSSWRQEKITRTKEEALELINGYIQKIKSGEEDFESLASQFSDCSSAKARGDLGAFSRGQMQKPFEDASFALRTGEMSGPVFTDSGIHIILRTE
HP1b binding inh = blocks HP1-beta chromodomain binding to methylated histone tails; P83916; AlphaScreen HP1-beta / biotin-H3K9me3 peptide binding; Potency, µM (top dose mostly 114 µM), inactives show top-dose activity change, negative = inhibition, usual class: inhibitors; 390,000 tested, 0.56% active; AID 540317; also: potency is read from the fitted curve at half-maximal effect; nearly all actives have a fitted effect of over 70% in size; inactives centre near 23
Target sequence (P83916 whole entry, looked up): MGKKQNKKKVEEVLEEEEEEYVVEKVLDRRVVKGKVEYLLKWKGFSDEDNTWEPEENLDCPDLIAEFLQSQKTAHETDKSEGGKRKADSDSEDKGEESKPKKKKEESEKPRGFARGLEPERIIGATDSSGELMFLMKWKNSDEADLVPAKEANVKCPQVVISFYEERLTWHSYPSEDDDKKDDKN
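AlphaScreen: HP1-beta (50 nM) preformed 30 min with biotin-H3(1-18)K9me3 peptide (50 nM) in PBS pH 7.4, 0.01% Tween-20. Compound added for 30 min at RT, then streptavidin donor/nickel chelate acceptor beads (10 ug/mL) for 30 min.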
JMJD2A Tudor = JMJD2A Tudor domain (human) inhibition; O75164; AlphaScreen JMJD2A-Tudor / H3K4me3 peptide binding; Potency, µM (top dose mostly 114 µM), without a hit: top-dose activity change, negative = inhibition, most hits filed as inhibitors; 390,000 tested, 4.4% active; AID 504339; also: potency is read from the fitted curve at half-maximal effect; % is scaled to controls: 0 for no effect and ±100 for the full control effect; nearly all actives have a fitted effect of over 50% in size
PI4K2A inh = blocks human PI4K2A kinase activity. Q9BTU6. purified PI4K2A, ADP-Glo luminescence, 1 h; hits give low values. activity change, negative = inhibition, % at 76.9 µM. 420,000 tested, 0.13% active. AID 1346378; in the data active = activity change below about -50%; inconclusive = mostly about -30% to -49%;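 also: -100% = wells without enzyme as full effect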
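Compounds are screened against recombinant PI4K2A using PI as substrate and ATP, the latter dispensed at 300 microM. Reactions run one hour at ambient temperature before ADP-Glo detection; full inhibition defined by wells lacking enzyme.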
ERG-DNA inh = inhibitors of human ERG Ets domain-DNA interaction; Potency, µM (doses to about 76.9 µM), for inactives: at the top dose FP activity, negative = inhibition, hits mostly inhibitors; P11308; fluorescence polarization, His-ERG Ets domain / labelled DNA; 370,000 tested, 0.028% active; AID 624246; active = well fitted inhibition curve with a large enough effect in the polarisation, with a control signal flat; inconclusive = small, poorly fitted or top-dose-only effect, or effect the other way, or a change in a side signal; inactive = no such curve, though single readings can be large or run the other way; the % refers to the polarisation;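 also: polarization taken with two DNA probes labelled with fluorescein and Texas red; potency is read from the fitted curve at half-maximal effect; % of control where 0% means no effect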
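His-tagged ERG Ets domain (1 uM in the protein solution; 300mM KCl, 50mM Tris-HCl, 1mM EDTA, 1mM DTT, pH 7.5) received compound, then a probe mix of 5 nM fluorescein-DNA and 100nM Texas-615-DNA. Fluorescence polarization was read for both dyes.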
Tb PGK inh = T. brucei PGK inhibition | PGK/GAPDH coupled, Kinase-Glo luminescence, 60 min | Potency, µM (titrated, usually from 57.5 µM), for the others: at the highest dose activity change, negative = inhibition, usual class: inhibitors | 380,000 tested, 0.043% active; also: potency is read from the fitted curve at half-maximal effect; % is scaled to controls: 0 for no effect and ±100 for the full control effect; nearly all actives have a fitted effect of over 60% in size
Target sequence (P07378 whole entry, looked up): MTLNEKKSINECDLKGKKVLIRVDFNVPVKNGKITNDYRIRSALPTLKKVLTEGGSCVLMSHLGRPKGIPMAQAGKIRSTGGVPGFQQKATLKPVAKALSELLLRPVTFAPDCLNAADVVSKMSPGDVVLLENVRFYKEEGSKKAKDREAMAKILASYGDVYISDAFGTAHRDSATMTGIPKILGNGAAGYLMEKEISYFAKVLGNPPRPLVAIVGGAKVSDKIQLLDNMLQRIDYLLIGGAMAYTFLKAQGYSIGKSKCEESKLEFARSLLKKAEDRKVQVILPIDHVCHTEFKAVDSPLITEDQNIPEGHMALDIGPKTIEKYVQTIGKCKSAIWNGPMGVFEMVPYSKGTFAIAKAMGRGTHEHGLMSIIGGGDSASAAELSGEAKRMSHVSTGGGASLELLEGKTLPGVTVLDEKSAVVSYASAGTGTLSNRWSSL
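Luminescent ATP detection (Kinase-Glo Plus) follows a 60-minute room-temperature incubation, with wells lacking PGK as controls. Buffer: 100 mM TEA (pH 7.6), 5 mM MgCl2, 0.01% Tween-20. Coupling enzyme GAPDH (100 nM final) supplies unstable 1,3-BPG in-well.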
Active calls of the source: *; i = inactive; ? = inconclusive; · = no result given; [ ] = dose if it differs, or a comment. Unless noted, calls follow the shape of the dose curve; as a rule, active = well fitted curve in the direction sought with a large enough effect; inconclusive = small, poorly fitted or top-dose-only effect, or another doubt; inactive = no such curve, though single readings can be large; an effect the other way counts as inactive or inconclusive.

SMILES	G9a block	GLS inhibitor	BAZ2B block	Pin1 inh	HP1b binding inh	JMJD2A Tudor	PI4K2A inh	ERG-DNA inh	Tb PGK inh
Cc1nc2c(c(C)c1CCC(=O)Nc1cccc(C(F)(F)F)c1)c(=O)n(C)c(=O)n2C	7%[59 µM]	0%	-11%	3%	-4%	-6%	-1	-3%	-13%
COc1ccc2c(c1)[nH]c1c(=O)n(CCc3cnc[nH]3)cnc12	?	-4%	?	9%	10%	?	3	2%	-27%
COc1ccc(-c2nc3n(c2C)Cc2ccccc2-3)cc1	-41%	-8%	?	11%	-1%	-20%	-4	-5%	-9%
CCOc1ccc(CCNC(=O)CCNC(=O)c2ccc(Br)cc2)cc1OCC	·	-1%	-7%	1%	36%[activator]	-10%	1	7%	-2%
N#Cc1c(NCc2ccccc2)ccnc1Cl	·	-8%	·	-1%	24%	6%	1	1%	-7%
Cc1cc(C)n(C(C)CC(=O)Nc2ccc(C)c(N(C)C)c2)n1 (stereo unspecified)	5%[59 µM]	19%	-21%	1%	43%[activator]	-26%	1	-2%	i
CCN(c1ccccc1)S(=O)(=O)c1ccc(NCC2COc3ccccc3O2)nc1 (stereo unspecified)	?	2%	1%	58%[activator]	48%[activator]	-24%[57.1 µM]	2	6%	-7%
Cc1nc2ccc(Br)cc2c2c1CC(CO)O2 (stereo unspecified)	16%	0%	-13%	-1%	42%[activator]	7%	-2	-4%	-1%
COc1cccc(NC(=O)CSc2nc(=O)n(Cc3cccnc3)c3c2CCC3)c1	6%[59 µM]	-10%	-16%	5%	-8%	-13%	13	-5%	-2%
COc1ccc2c(c1)CC(C(=O)NCCN1CCN(c3cccc(C)c3C)CC1)CO2 (stereo unspecified)	0%[59 µM]	12%	-20%	1%	10%[57 µM]	-14%	0	-2%	-2%

Part of the list above, limited to BAZ2B block.
structure | BAZ2B block
Cc1nc2c(c(C)c1CCC(=O)Nc1cccc(C(F)(F)F)c1)c(=O)n(C)c(=O)n2C | -11%
CCOc1ccc(CCNC(=O)CCNC(=O)c2ccc(Br)cc2)cc1OCC | -7%

In the list so far, 4 have four or more nitrogen atoms.
SMILES	G9a block	GLS inhibitor	BAZ2B block	Pin1 inh	HP1b binding inh	JMJD2A Tudor	PI4K2A inh	ERG-DNA inh	Tb PGK inh
Cc1nc2c(c(C)c1CCC(=O)Nc1cccc(C(F)(F)F)c1)c(=O)n(C)c(=O)n2C	7%[59 µM]	0%	-11%	3%	-4%	-6%	-1	-3%	-13%
COc1ccc2c(c1)[nH]c1c(=O)n(CCc3cnc[nH]3)cnc12	?	-4%	?	9%	10%	?	3	2%	-27%
Cc1cc(C)n(C(C)CC(=O)Nc2ccc(C)c(N(C)C)c2)n1 (stereo unspecified)	5%[59 µM]	19%	-21%	1%	43%[activator]	-26%	1	-2%	i
COc1cccc(NC(=O)CSc2nc(=O)n(Cc3cccnc3)c3c2CCC3)c1	6%[59 µM]	-10%	-16%	5%	-8%	-13%	13	-5%	-2%

Looked up by structure from above:
SMILES	G9a block	GLS inhibitor	BAZ2B block	Pin1 inh	HP1b binding inh	JMJD2A Tudor	PI4K2A inh	ERG-DNA inh	Tb PGK inh
CCOc1ccc(CCNC(=O)CCNC(=O)c2ccc(Br)cc2)cc1OCC	·	-1%	-7%	1%	36%[activator]	-10%	1	7%	-2%
COc1ccc(-c2nc3n(c2C)Cc2ccccc2-3)cc1	-41%	-8%	?	11%	-1%	-20%	-4	-5%	-9%

Additional results:
SMILES	G9a block	GLS inhibitor	BAZ2B block	Pin1 inh	HP1b binding inh	JMJD2A Tudor	PI4K2A inh	ERG-DNA inh	Tb PGK inh
CCOc1ccc(NC(=O)CN2CCN(CC(=O)Nc3ccc(F)cc3F)CC2)cc1	-39%[59 µM]	15%	-6%	-5%	16%[57 µM]	-13%	-3	1%	4%
Cc1ccc(S(=O)(=O)c2c(CO)c(-c3ccccc3)nn2C)cc1	-5%	7%	-11%	1%	18%	-5%	-2	0%	5%
COc1ccc(C)cc1Nc1n[n+](-c2ccccc2)c(-c2cccc(Cl)c2Cl)s1	·	11%	?	18%	-2%	-26%	-9	1%	-3%
O=C1CN(C(=O)C2CC2)c2ccccc2N1	?	1%	-3%	0%	7%	-29%	4	5%	i
COc1ccc(NS(=O)(=O)c2ccc3[nH]c4c(c3c2)CCCC4)cc1Cl	-51%[59 µM]	-1%	?	?	-3%	?	3	4%	-6%
CCOC(=O)C1(C)/C(=N/Nc2ccccc2OC)C(=O)C(=O)N1c1ccccc1 (stereo unspecified)	4.5µM*	8%	40µM*	-4%	40µM*	25µM*	-1	13%	-5%
Cc1ccc(Cl)cc1N1CCN(c2ncnc3c2nc2n3CCCCC2)CC1	-12%[59 µM]	-5%	-15%	15%	-21%	-31%	3	0%	1%
CCOc1ccc(NC(=O)[C@@H]2CCCN2C(=O)c2cccs2)cc1S(=O)(=O)N1CCOCC1	?	4%	9%	-5%	35%	-7%	0	10%	7%
CCOc1ccc(N=CC2=C(O)CC(C)(C)CC2=O)cc1	23%	4%	25%	1%	34%	0%	-6	-3%	i
CC1CCCC(C)N1C(=O)c1ccc2c(c1)S(=O)(=O)c1ccccc1C2=O (stereo unspecified)	?	5%	?	1%	-24%	-30%	4	-9%	1%
O=C(NC1=NCCS1)C1CC(=O)N(c2ccc(F)cc2)C1 (stereo unspecified)	-33%[59 µM]	-7%	2%	33%[activator]	16%	-9%[57.1 µM]	4	3%	-9%
CCCn1nnc(NC(=O)COc2ccc(Cl)cc2)n1	0%[59 µM]	3%	-19%	1%	41%[activator]	-5%	-2	-8%	16%
COc1ccc(OC)c(C(=O)c2ccc(C(=O)Nc3ccc4ccccc4c3)cc2)c1	-2%[2.33 µM]	6%	5%	4%	16%	-6%	-2	2%	10%
CCOC(=O)C1=C(O)/C(=C/c2cc(OC)c(OC)c(OC)c2)SC1=Nc1ccc(OC)cc1	8%[0.0925 µM]	4%	5%	21%	15%	-24%	-11	3%	i
Cc1ccc(S(=O)(=O)N2CCCC2C(=O)O)cc1 (stereo unspecified)	9%[59 µM]	-10%	43%	-3%	45%[activator]	2%	-4	-15%	-6%
Clc1ccc(-c2nnc(N3CCCC3)nn2)cc1	7.1µM*	1%	?	1%	?	-30%	-5	0%	-8%
Cc1ccc(NC(=O)N2CCCc3ccccc32)cc1	6%	-2%	8%	-15%	-21%	-29%	3	3%	-5%

Individual results from the list:
Pin1 inh with COc1ccc2c(c1)CC(C(=O)NCCN1CCN(c3cccc(C)c3C)CC1)CO2 (stereo unspecified) reads 1%
Tb PGK inh with COc1ccc(C)cc1Nc1n[n+](-c2ccccc2)c(-c2cccc(Cl)c2Cl)s1 reads -3%
ERG-DNA inh with CCOC(=O)C1=C(O)/C(=C/c2cc(OC)c(OC)c(OC)c2)SC1=Nc1ccc(OC)cc1 reads 3%
Pin1 inh with Cc1nc2ccc(Br)cc2c2c1CC(CO)O2 (stereo unspecified) reads -1%
